L3MBTL1 inh: L3MBTL1 (human) inhibition; AlphaScreen L3MBTL1–H3K9me1 peptide binding; Q9Y468; AID 485360; 0.66% of 230,000 active; Potency, µM (titrated, usually from 57.1 µM), without a hit: top-dose activity, negative = inhibition, most hits filed as inhibitors; also: potency is read from the fitted curve at half-maximal effect; % is scaled to controls: 0 for no effect and ±100 for the full control effect; nearly all actives have a fitted effect of over 60% in size
Target sequence (Q9Y468 whole entry, looked up): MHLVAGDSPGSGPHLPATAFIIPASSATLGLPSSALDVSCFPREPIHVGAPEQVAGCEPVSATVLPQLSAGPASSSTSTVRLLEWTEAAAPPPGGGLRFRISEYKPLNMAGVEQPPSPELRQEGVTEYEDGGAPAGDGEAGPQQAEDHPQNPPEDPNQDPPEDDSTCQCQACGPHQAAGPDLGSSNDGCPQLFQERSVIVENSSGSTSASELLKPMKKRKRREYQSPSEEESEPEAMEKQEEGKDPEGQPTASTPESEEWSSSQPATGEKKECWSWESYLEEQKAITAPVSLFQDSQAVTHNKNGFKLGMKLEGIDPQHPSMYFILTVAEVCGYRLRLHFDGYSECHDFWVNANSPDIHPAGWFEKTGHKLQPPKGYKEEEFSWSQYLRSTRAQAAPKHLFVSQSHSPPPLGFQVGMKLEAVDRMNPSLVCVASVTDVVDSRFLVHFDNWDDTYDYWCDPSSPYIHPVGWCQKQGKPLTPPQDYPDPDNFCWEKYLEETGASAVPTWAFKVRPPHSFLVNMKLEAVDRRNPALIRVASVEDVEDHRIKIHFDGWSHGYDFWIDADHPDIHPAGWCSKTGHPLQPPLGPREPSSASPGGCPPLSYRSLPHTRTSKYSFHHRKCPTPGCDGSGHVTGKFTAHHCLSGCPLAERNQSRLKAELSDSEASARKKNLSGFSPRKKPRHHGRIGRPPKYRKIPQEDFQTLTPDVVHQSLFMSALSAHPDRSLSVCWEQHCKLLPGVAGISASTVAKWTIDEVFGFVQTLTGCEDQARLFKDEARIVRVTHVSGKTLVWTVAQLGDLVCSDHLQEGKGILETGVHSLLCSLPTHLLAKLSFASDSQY
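Displacement of a biotinylated histone H3(1-15) peptide monomethylated at Lys9 (75 nM) from L3MBTL1 (50 nM) was measured by AlphaScreen after a 30 min room-temperature compound incubation; cefsulodin titration served as intraplate control.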
HttQ103 aggreg: reduces HttQ103-GFP aggregates in PC12 cells; PC12 HttQ103-GFP aggregates, Acumen cytometry, 40 h; Potency, µM (top dose mostly 46.1 µM), inactives show top-dose activity change, negative = inhibition, actives largely listed as inhibitors; 1.1% of 220,000 active; AID 1688; also: potency is read from the fitted curve at half-maximal effect; % is scaled to controls: 0 for no effect and ±100 for the full control effect; nearly all actives have a fitted effect of over 60% in size
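PC12/HTTQ103-GFP, ecdysone-inducible; teb 100 nM; cpd qHTS titration; GFP aggregates read on laser cytometer, Ex 488/Em 500-530 nm.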
KinaseGlo FLuc: counter-screen: inhibitors of Kinase-Glo firefly luciferase | Kinase-Glo luciferase, ATP luminescence, 8 min | Potency, µM (series often up to 38.3 µM), without a hit: at the top dose activity change, negative = inhibition, hits mostly inhibitors | 0.28% of 200,000 active | Q27757; also: potency is read from the fitted curve at half-maximal effect; % is scaled to controls: 0 for no effect and ±100 for the full control effect; nearly all actives have a fitted effect of over 60% in size
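Compounds were added to a substrate mix at pH 7.2 (50 mM imidazole, 10 uM ATP, within the enzyme's linear range), followed by Kinase-Glo detection reagent; luminescence was measured after 8 minutes at ambient temperature.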
NPSR antagonist: antagonists of human neuropeptide S receptor cAMP signaling | 1% of 220,000 active | AID 1461 | Q6W5P4 | Potency, µM (titrated, usually from 38.3 µM), inactives show at the top dose activity change, negative = inhibition, usual class: inhibitors | CHO-NPSR cells, cAMP TR-FRET, antagonist mode; also: potency is read from the fitted curve at half-maximal effect; % is scaled to controls: 0 for no effect and ±100 for the full control effect; nearly all actives have a fitted effect of over 50% in size; many of its hits are not listed in these tables
IMPase Li inh: IMPase inhibition in cells with lithium potentiation; CHO-M1 cells, IP1 TR-FRET (IP-One), carbachol + lithium; Potency, µM (doses to about 59.4 µM), for the others: top-dose activity, negative = IMPase inhibition, actives largely listed as inhibitors; AID 1457; 0.35% of 210,000 active;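 also: IP1 builds up when IMPase is blocked and the TR-FRET signal falls; potency is read from the fitted curve at half-maximal effect; plate controls were basal vehicle for no effect and high inhibitor control for full effect; nearly all actives have a fitted effect of over 50% in size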
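Test compounds were applied to CHO-M1 cells previously cultured for 16–30 h at 2000 per well. A small lithium amount accompanied them; after 30 min at 37C, IP1 was quantified by TR-FRET.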
CBFb-RUNX1 inh: inhibitors of human CBF-beta and RUNX1 interaction; Q01196+Q13951; AlphaScreen CBFb-His/RUNX1-biotin binding, biochemical; Potency, µM (series often up to 59.8 µM), for inactives: at the top dose activity, negative = inhibition, actives largely listed as inhibitors; 230,000 tested, under 10 active; AID 1477; also: % of control where 0% means no effect
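Proteins preincubated together for 20 min at RT before compound addition; 15 min later, nickel and streptavidin beads were added and left 90 min prior to AlphaScreen measurement.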
Epigenetic derep: regulators of epigenetic silencing causing reporter derepression in mouse cells. Potency, µM (titrated, usually from 53.9 µM), inactives show at the top dose GFP activation, most hits filed as activators. 0.2% of 280,000 active. murine LDR cells, GFP reporter derepression, 30 h; also: potency is read from the fitted curve at half-maximal effect; % of control where 0% means no effect; nearly all actives have a fitted effect of over 60% in size
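GFP-positive cell count by laser-scanning cytometry (objects 20–120 um) after 30 h, 37 C compound exposure of murine LDR cells; reporter is CMV-GFP integrated at a silenced locus, inducible by HDAC or DNMT inhibitors.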
Numbers without * were called inactive; ? = inconclusive; nt = not tested or not shown; & = joins results of further samples; [ ] = remark or other dose. Calls follow the shape of the dose curve; as a rule, active = well fitted curve in the direction sought with a large enough effect; inconclusive = small, poorly fitted or top-dose-only effect, or another doubt; inactive = no such curve, though single readings can be large; an effect the other way counts as inactive or inconclusive.

SMILES | L3MBTL1 inh | HttQ103 aggreg | KinaseGlo FLuc | NPSR antagonist | IMPase Li inh | CBFb-RUNX1 inh | Epigenetic derep
COc1cc(CNCc2cccs2)ccc1OCc1ccccc1 | 2% | 6% | 0% | -2%[46.1 µM] | 13%[38.3 µM] | -1% | -1.1%
O=C(Nc1ccc2nc(-c3ccccc3)[nH]c2c1)c1ccco1 | ? | 8% | -2% | -12%[46.1 µM] | 5% | 1% | -3.2%
Cc1cc(C)c(O)c(N)c1 | -17% | 10%[9.22 µM] | -5% | -4% | 14% | -11% | 6.3%
O=C(/C=C/N1CCOCC1)c1cc2ccccc2o1 | -1% | -6% | -1% | -3%[46.1 µM] | 33%[38.3 µM] | -5% | 0.6%
CO/N=C/C(C#N)=C/c1cc(C(=O)c2ccccc2)cn1C | nt | -3% | 13% | -40% | 17% | 4% | 2.9%
CCc1cccc2c(C(=O)C(F)(F)F)cn(CC(=O)N3CCOCC3)c12 | 7% | 17%[9.22 µM] | -2% | -10% | -4% | -2% | 9.5%
CC(C)C(=O)NC(NC(=S)Nc1cccc2cccnc12)C(Cl)(Cl)Cl (stereo unspecified) | 3% | 6% | -3% | -28%[46.1 µM] | -6%[38.3 µM] | -5% | 1.8%
CCN1CCN(CC(=O)N2N=C(c3cccs3)CC2c2ccc(F)cc2)C(=O)C1=O (stereo unspecified) | 4% | -1% | 1% | -13% | -2% | 3% | -2.7%
COc1ccc(/C=C2/C(=O)N(Cc3ccccc3)N=C2C)cc1 | -15% | 20% | 2% | 18% | 11% | -11% | 1.0%
O=C(O)c1ccc(Cn2cnc3sc4c(c3c2=O)CCCC4)cc1 | -6% | nt | -4% | -23% | 3% | -4% | 1.1%
O=C(OC1Cc2c(O)cc(O)cc2OC1c1cc(O)c(O)c(O)c1-c1c(C2Oc3cc(O)cc(O)c3CC2O)cc(O)c(O)c1O)c1cc(O)c(O)c(O)c1 (stereo unspecified) | nt | nt | -1% | nt | 3% | nt | -0.9%
Cc1ccc([N+](=O)[O-])c(OCCN2C(=O)NC(C)(C)C2=O)c1 | ? | 18%[9.22 µM] | -1% | 7% | 1% | -1% | 0.3%
COc1cc(/C=N/N=C(N)N)ccc1OCc1ccc(Cl)cc1 | -20% | -6%[9.22 µM] | 0% | -22% | 9% | -6% | -1.3%
COc1ccc(CC2(C)OC(c3ccc(C)c([N+](=O)[O-])c3)=NN2C(C)=O)cc1 (stereo unspecified) | -26% | 25%[9.22 µM] | nt | ? | nt | -14% | 9.8%
Clc1ccc(Sc2cc(N3CCOCC3)nc(-c3ccccc3)n2)cc1 | 4% | -21% | -2% | -5%[46.1 µM] | 21%[38.3 µM] | 8% | -0.6%
COc1ccc(/C=C/c2nc(C)c(-c3ccccc3)c(=O)[nH]2)cc1OC | 0% | 6% | 1% | 6%[46.1 µM] | -2% | 3% | 0.0%
CCN=c1scc(-c2ccccc2)n1/N=C/c1ccccn1 | -21% | -30% | -5% | -36% | -5% | ? | 0.0%
CCOC(=O)c1c(NC(=O)CSc2nnc3c(Cl)cc(Cl)cn23)sc2c1CCC2 | -1% | -7% | nt | ? | nt | 10% | -1.8%
COc1ccccc1N(C)S(=O)(=O)c1ccc(C(=O)OCC(=O)N2CCCCCC2)cc1 | -9% | 3% | 7% | -36% | 17% | 0% | 1.4%
CN1CCc2c(sc3nc(SCC(=O)N4CCOCC4)nc(N)c23)C1 | 5% | 4% | 11% | -13%[46.1 µM] | 4%[38.3 µM] | 4% | -8.2%
Cc1ccc(-n2nnnc2SCn2nnc3ccccc3c2=O)c(C)c1 | nt | 8.9µM* | -2% | ? | 5%[38.3 µM] | 4% | 0.0%
N#C/C(C(=O)N1CCOCC1)=c1\s/c(=C/c2ccncc2)c(=O)n1-c1ccccc1 | 0% | 16% | 6% | 2%[46.1 µM] | -4%[38.3 µM] | 10% | -4.3%
COc1ccc(NC(=O)c2nc[nH]c2C(=O)N[C@H](C)c2ccccc2)cc1 | nt | -14%[9.22 µM] | nt | -27% | nt | 6% | -3.4%
CCCCN(C(=O)CSc1nnc(-c2ccc(OC)cc2)n1CC)c1c(N)n(Cc2ccccc2)c(=O)[nH]c1=O | 2% | 3% | -1% | 27% | -1% | -28% | 0.0%
C=CCC(O)(CCN1CCCCC1)c1ccccc1 (stereo unspecified) | 3% | -10% | 2% | -7%[46.1 µM] | 26%[38.3 µM] | -2% | 1.0%

Other structures follow.
SMILES | L3MBTL1 inh | HttQ103 aggreg | KinaseGlo FLuc | NPSR antagonist | IMPase Li inh | CBFb-RUNX1 inh | Epigenetic derep
CC1SCCN1S(=O)(=O)c1ccc2ccccc2c1 (stereo unspecified) | 7% | -25% | -3% | -8%[46.1 µM] | 1% | 19% | -1.2%
COc1ccc(/C=N/NC(=O)c2cccc([N+](=O)[O-])c2)cc1O | 1% | -2%[9.22 µM] | -4% | -7% | -2% | 4% | 2.6%
COCCNC(=O)CCn1nc(-c2ccc(Cl)cc2)ccc1=O | -4% | 9% | 0% | -6%[46.1 µM] | -5%[38.3 µM] | 2% | 1.0%
O=C(CC12CC3CC(CC(C3)C1)C2)N1CCCC1 | nt | 15%[9.22 µM] | 1% | 15%[46.1 µM] | 27%[38.3 µM] | -4% | -1.0%
O=C(Nc1ccc(OC(=O)c2ccncc2)cc1)c1ccncc1 | 3% | 0% | -1% | -9%[46.1 µM] | -8%[38.3 µM] | -2% | -0.9%
CCN(CC)CCCNc1nc(-c2ccccc2)nc2ccccc12 | 1% | 13% | 0% | -1%[46.1 µM] | 10% | 0% | 0.1%
CCN(CC)c1ccc2c(c1)OC(N)=C(C#N)C2c1cccnc1 (stereo unspecified) | -6% | ? | -2% | ? | 8%[38.3 µM] | -13% | 4.2%
O=C(CSc1nnc2ccccn12)NC(=O)Cc1ccccc1 | 0% | 4% | -1% | 11% | 0% | -3% | -1.6%
CCc1ccc(Nc2nc(N)nc(CSc3nnnn3-c3ccccc3)n2)cc1 | nt | 3% | 1% | -13%[46.1 µM] | 6%[38.3 µM] | 1% | 1.2%
Nc1nnc(CC(=O)N/N=C/c2ccc(-c3ccccc3)o2)s1 | -10% | -25% | -2% | -18% | 2% | -5% | 0.0%
CCOC(=O)CNC(=O)Cn1cnc2ccc(S(=O)(=O)N3CCC(C)CC3)cc2c1=O | 3% | 18% | nt | -2%[46.1 µM] | nt | 8% | -2.2%
N#Cc1ccc(-c2ccc(Cl)cc2)nc1Oc1ccc(F)cc1 | 1% | 7% | -4% | 0%[46.1 µM] | -1%[38.3 µM] | 5% | -1.2%
Cc1ccc(OC(C)c2nnc(N)s2)cc1Cl (stereo unspecified) | 10%[11.4 µM] | -24% | 3% | 10%[46.1 µM] | 4%[38.3 µM] | 8% | 0.0%
O=C(CN1CCN(c2ccccc2F)CC1)NC(=O)NCc1ccco1 | nt | -2% | 1% | 1% | -17% | ? | -2.8%
COc1ccc(/C=C/C(=O)OCC(=O)N2CC(=O)Nc3ccccc32)cc1S(=O)(=O)N1CCOCC1 | -1% | -3% | 1% | 7% | 2% | 12% | -0.4%
Cc1ccn2c(CNCCn3cccn3)c(C(=O)N3CCCCCC3)nc2c1 | -5% | -15%[9.22 µM] | nt | -13% | 3% | 12% | -0.2%
CN(C)c1ccc(C(=O)OCC(=O)Nc2ccc(S(N)(=O)=O)cc2)cc1 | 4% | 12% | -2% | 6%[46.1 µM] | 37%[activator][38.3 µM] | -3% | -2.7%
S=C(Nc1ccccc1)c1nc2ccccc2s1 | -16% | 10% | -8% | -26% | -1% | 5% | 0.0%
Cc1cccc(OCCCC(=O)Nc2ccccc2C(F)(F)F)c1 | 13% | 12% | 4% | -11%[46.1 µM] | 3%[38.3 µM] | 9% | -1.2%
O=C(CSc1nnc(-c2ccc(Cl)cc2Cl)n1C1CCCCC1)NC1CCS(=O)(=O)C1 (stereo unspecified) | 4% | 3% | 1% | -9%[46.1 µM] | 0%[38.3 µM] | 1% | -0.9%
CC1(C(=O)NCCc2c[nH]c3ccccc23)C=CCN1C(=O)c1ccccc1 (stereo unspecified) | -3% | 20% | 2%&-1% | 5% | -2%&1% | 1%[2.36 µM] | 2.6%&0.4%
CCOC(=O)N1CCC(NC(=O)c2ccc(NC(=O)C3CCCO3)cc2)CC1 (stereo unspecified) | 3% | 8% | -3% | -5%[46.1 µM] | -4%[38.3 µM] | 3% | -1.0%
Nc1cccc(C2=Nc3cccc4cccc(c34)N2)c1 | 13% | 5% | -24% | 3% | 12% | -12% | 0.0%
O=C(/C=C/c1cccc(Br)c1)NCC1CCCCC1 | 8% | 2% | 3% | -23%[46.1 µM] | 28% | 3% | 0.0%
Cc1ccc(OCCCC(=O)Nc2ccc(S(=O)(=O)Nc3cc(C)on3)cc2)cc1 | 1% | 16% | nt | -8%[46.1 µM] | nt | 4% | -5.1%

(list continues)
SMILES | L3MBTL1 inh | HttQ103 aggreg | KinaseGlo FLuc | NPSR antagonist | IMPase Li inh | CBFb-RUNX1 inh | Epigenetic derep
CCOC(=O)c1c(C)[nH]c(C=Nc2ccc(OC)cc2)c1O | -14% | 11% | -2% | ? | 10% | -7% | -0.1%
CCOC(=O)C1=C(Cc2ccc(C)cc2)C(=O)c2ccccc2C1=O | nt | ? | -3% | 10µM* | 43%[activator][38.3 µM] | -8% | ?
CN1CCN(c2ccc(CNS(=O)(=O)Cc3cccc(C(F)(F)F)c3)cc2)CC1 | -8% | 3%[9.22 µM] | nt | 2%[7.67 µM] | nt | 3% | -0.4%
CC1(C)C(c2cccs2)=[N+]([O-])C2(CCCCC/C2=N\NC(N)=O)N1O (stereo unspecified) | nt | 25%[1.84 µM] | 3% | 1%[46.1 µM] | 27%[38.3 µM] | 4% | -1.0%
Cc1cc(C(F)F)n2ncc(C(=O)N3CCc4ccccc4C3)c2n1 | nt | 0% | 0% | -11%[46.1 µM] | 23%[38.3 µM] | 4% | -1.0%
COc1ccc(CNC(=O)COC(=O)c2ccc(F)c(S(=O)(=O)N3CCCCC3)c2)cc1OC | -6% | -2%[9.22 µM] | nt | 19% | nt | 5% | 0.1%
O=c1c2ccccc2oc2ncccc12 | nt | -9% | -7% | -4%[46.1 µM] | 19%[38.3 µM] | -2% | -1.0%
CN(CCC1CCCCO1)C(=O)CCc1nnc(CCCCc2ccccc2)o1 (stereo unspecified) | 15% | -6%[9.22 µM] | 3% | 13% | 10% | 2% | -1.2%
COc1ccc(CC(=O)N(c2ccccc2)c2nc(C)cs2)cc1 | -2% | 19% | nt | -30%[46.1 µM] | nt | 1% | -0.9%

Two entries drawn at random from those above:
SMILES | L3MBTL1 inh | HttQ103 aggreg | KinaseGlo FLuc | NPSR antagonist | IMPase Li inh | CBFb-RUNX1 inh | Epigenetic derep
CCOC(=O)C1=C(Cc2ccc(C)cc2)C(=O)c2ccccc2C1=O | nt | ? | -3% | 10µM* | 43%[activator][38.3 µM] | -8% | ?
O=c1c2ccccc2oc2ncccc12 | nt | -9% | -7% | -4%[46.1 µM] | 19%[38.3 µM] | -2% | -1.0%

This is a subset; count on the stated rates, not on these rows.
